# mec2-1: NCI yeast anticancer drug screen, S. cerevisiae mec2-1 strain; % growth inhibition at 50 µM; AID 157, 2004; hit rate 9% among 79,000;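 also: 0% = growth of vehicle-only cultures of the same strain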
#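 Cells of the genetically defined mec2-1 yeast strain are incubated with test compound. Inhibition of growth is calculated against vehicle-treated controls.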
# yeast sgs1 mgt1: NCI yeast anticancer drug screen, S. cerevisiae sgs1 mgt1 strain | AID 161, 2004 | hit rate 10% among 78,000 | % growth inhibition at 50 µM;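 also: 0% = growth of vehicle-only cultures of the same strain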
#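 Mutant yeast exposed to compound; growth scored against vehicle-only wells.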
# cln2 rad14: NCI yeast anticancer drug screen, S. cerevisiae cln2 rad14 strain. AID 165, 2004. growth inhibition, % at 50 µM. hit rate 8.3% among 78,000;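 also: 0% = growth of vehicle-only cultures of the same strain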
#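 Strain: cln2 rad14 yeast, altered in cell cycle control and DNA damage repair. Read-out: growth inhibition vs vehicle.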
# yeast rad50: NCI yeast anticancer drug screen, S. cerevisiae rad50 strain | growth inhibition, % at 50 µM | hit rate 10% among 79,000;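 also: 0% = growth of vehicle-only cultures of the same strain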
#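 A DNA repair-deficient yeast mutant serves as the test organism; compound-induced growth inhibition is calculated against vehicle-treated cells.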
# yeast mlh1 rad18: NCI yeast anticancer drug screen, S. cerevisiae mlh1 rad18 strain; growth inhibition, % at 50 µM; hit rate 11% among 79,000; AID 175, 2004;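 also: 0% = growth of vehicle-only cultures of the same strain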
#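 In this whole-cell yeast screen, a strain with altered DNA damage repair is challenged with compound, and its growth is measured against matched vehicle-treated controls.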
# bub3: NCI yeast anticancer drug screen, S. cerevisiae bub3 mutant strain; growth inhibition, % at 50 µM; hit rate 9.9% among 78,000; AID 167, 2004;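 also: 0% = growth of vehicle-only cultures of the same strain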
#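 Compounds were applied to a genetically altered yeast strain carrying a cell-cycle control defect. Growth inhibition was scored against vehicle-treated controls.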
# * marks the source's active call; other numbers are inactive results; · = not tested or not shown; & = joins results of further samples. Rule as the data show it: active = growth inhibition above about 70%; inactive = the rest.
SMILES,mec2-1,yeast sgs1 mgt1,cln2 rad14,yeast rad50,yeast mlh1 rad18,bub3
CC(N)(CCC(=O)O)C(=O)O (stereo not given),2,-11,-60,-33,2,-21
OCCOC1c2ccccc2-c2ccccc21,1,-5,19,-10,3,14
NOCc1cc(Cl)sc1Cl,-3,6,60,25,11,-24
O=C(O)CCC(=O)c1ccc2sc3ccccc3c2c1,5,-17,2,5,8,-47
COc1ccc(OC)c(C(=O)C2=C(c3cc(OC)ccc3OC)CCC2)c1,38,33,2,7,28,44
CC(=O)C(C)(C)OC(=O)COc1ccc(Cl)cc1,-3,-9,43,-39,-25,32
CC(CCc1ccccc1)(C(=O)NN)C(=O)NN,-40,-27,-9,-1,-35,-9
O=C1C2=C(CCCC2)C(=O)C(Cl)C1Cl (stereo not given),99*,100*,99*,98*,99*,100*
COC(=O)c1cc([N+](=O)[O-])ccc1NC(C)=O,-4,-8,-4,-2,0,-11
CCOc1ccc(NC(=O)OC(C)CC)cc1 (stereo not given),-18,-22,0,-4,1,-7
C1CCN(CCC2CCNCC2)C1,-19,-15,14,6,4,-1
O=c1[nH]cnc2c(COCCCO)c[nH]c12,-22,-33,12,-28,-24,-17
CSc1nc2c(cnn2C)c(=O)[nH]1,-2,3,-5,15,25,10
C=CC(=O)OCCN(CCCC)CCCC,0,-11,-11,-13,22,7
NNC(=O)C[n+]1ccccc1,3,-7,-6,29,-13,10
O=C1NC2OC(CO)C(O)C(O1)C2O (stereo not given),19,-25,-5,-10,-25,-29
N#Cc1c2c(c(Nc3ccc(Cl)cc3)n3c1nc1ccccc13)CCCC2,6,-6,30,-5,-33,11
CC1CC2CCCC(O)=C2C(=O)O1 (stereo not given),-1,2,7,-7,7,-3
COc1ccccc1-c1cn(O)c2nc(=N)nc(N)c-2n1,0,-5,23,-1,5,8
COc1ccc(C2c3cc4c(cc3OC(NCCO)C2C)OCO4)cc1 (stereo not given),93*,90*,92*,89*,88*,91*
CN(C)C(=S)N/N=C/c1ccccn1,99*,98*,98*,99*,99*,99*
CCOc1ccc(OCC)c(NC(=O)c2ccccc2)c1,0,·,·,-9,-8,·
CCOC(=O)N1CCc2c(ccc3cc(OC)ccc23)C1CC (stereo not given),-7,-9,-26,-21,-13,17
Nc1nc2c(c(-c3nc(N)nc4c3CCc3ccccc3-4)n1)CCc1ccccc1-2,-13,-25,3,0,3,-20
O=C1C(=O)N2CCCCc3cccc1c32,-11,10,-10,-15,-3,-11
CC(=O)Nc1c(Cl)cc2c(c1Cl)Cc1cc(N(C)C)ccc1-2,0,0,6,-14,-9,2
COc1cc(C)c(C2NC(=O)c3ccccc3N2)cc1C (stereo not given),3,-10,17,10,-5,-3
CC(C)CCc1nc2c([nH]1)c(=O)n(C)c(=O)n2C,3,-7,-20,-2,-9,-31
CC(=O)c1sc2c(c1O)c(=O)n(-c1ccccc1)c(=S)n2-c1ccccc1,67,76*,80*,68,30,58
CCCCN(CC)NC(=S)Nc1ccccc1,10,-3,-18,-9,6,18
O=C1OC(c2ccc(O)c(-c3ccccc3)c2)(c2ccc(O)c(-c3ccccc3)c2)c2ccccc21,33,14,-28,19,6,-24
COc1ccc(N(CC(=O)O)N=O)cc1,-17,-6,-18,1,10,-1
CCOC(=O)C(C(=O)OCC)C(C(=O)OCC)C(=O)OCC,4,-6,-10,-23,-9,-14
NC1CCC(C(=O)O)CC1 (stereo not given),16&1,4&-4,57&-52,-3&-3,28&-8,61&6
CC(=O)CCC1C(=O)N(C)C(=O)c2ccccc21 (stereo not given),-20,-17,-11,-48,-11,-14
O=C(/C=C/c1ccc(O)c(O)c1)c1cc(O)cc(O)c1,2,3,-7,13,14,-4
CCCCCCCOC(=O)c1cccc(C)c1,10,4,-37,12,19,8
S=C(N/N=C/c1ccccn1)N1CC2CCC(CC2)C1,94*,92*,93*,90*,90*,93*
COc1ccccc1C1=C2C(=O)N(C)C(c3ccccc3OC)=C2C(=O)N1C,-27,-4,-6,-41,-8,-9
O=C1C(=O)c2ccccc2C(O)=C1c1ccc2ccccc2c1,-12,1,3,20,-14,-4

# Nothing new here: an excerpt of the list.
SMILES,mec2-1,yeast sgs1 mgt1,cln2 rad14,yeast rad50,yeast mlh1 rad18,bub3
COc1ccccc1C1=C2C(=O)N(C)C(c3ccccc3OC)=C2C(=O)N1C,-27,-4,-6,-41,-8,-9
O=C1C(=O)c2ccccc2C(O)=C1c1ccc2ccccc2c1,-12,1,3,20,-14,-4

# Next section
SMILES,mec2-1,yeast sgs1 mgt1,cln2 rad14,yeast rad50,yeast mlh1 rad18,bub3
C=CCOCC(COC(=O)CCCCCCCCCCCCCCCCC)OCC=C (stereo not given),-3,0,19,-9,6,-17
CC(=O)Oc1cc(C(C)C)c(OCCN(C)C)cc1C,10,0,-4,0,-4,0
Cn1ccc2cc(OCc3ccccc3)ccc21,4,9,16,19,4,43
Cc1cccc(C(=O)NN)c1O,-15,-6,6,-2,22,24
CC1C(=O)C(C)C(c2ccccc2)N(C)C1c1ccccc1 (stereo not given),99*,99*,99*,99*,99*,99*
CC1CN(CCO)C(C)(C)C1 (stereo not given),18,-6,-13,5,-17,-9
CC(N)C(=O)NC1C(CO)OC(n2cnc3c(N)ncnc32)C1O (stereo not given),-2,-3,-4,10,10,-9
N#CC1=CCN(Cc2ccccc2)CC1,-5,10,-3,-11,-8,29
S=C(Cc1ccccc1)Nc1ccccc1,-18,14,-23,12,3,-25
CC1CC(C)C(C)C(CO)C1 (stereo not given),-3,-23,40,-22,-12,0

# Quoted at random: six entries already listed
SMILES,mec2-1,yeast sgs1 mgt1,cln2 rad14,yeast rad50,yeast mlh1 rad18,bub3
COc1ccc(OC)c(C(=O)C2=C(c3cc(OC)ccc3OC)CCC2)c1,38,33,2,7,28,44
S=C(N/N=C/c1ccccn1)N1CC2CCC(CC2)C1,94*,92*,93*,90*,90*,93*
CC(N)C(=O)NC1C(CO)OC(n2cnc3c(N)ncnc32)C1O (stereo not given),-2,-3,-4,10,10,-9
CC(=O)CCC1C(=O)N(C)C(=O)c2ccccc21 (stereo not given),-20,-17,-11,-48,-11,-14
CC(=O)C(C)(C)OC(=O)COc1ccc(Cl)cc1,-3,-9,43,-39,-25,32
O=C(O)CCC(=O)c1ccc2sc3ccccc3c2c1,5,-17,2,5,8,-47

# Next section:
SMILES,mec2-1,yeast sgs1 mgt1,cln2 rad14,yeast rad50,yeast mlh1 rad18,bub3
CCOC(=O)NNC(=O)c1ccccc1N(C)C,-19,-7,-14,-12,-4,25
CC(C)=C1CCC/C1=N\Nc1ccc([N+](=O)[O-])cc1[N+](=O)[O-],-1,0,-26,-6,-9,5
Cc1ccc(-c2n[nH]c(=O)n2/N=C\c2ccccc2)cc1,22,50,15,41,59,23
CCOC1CN=C(Nc2cccc3ccccc23)S1 (stereo not given),-33,-28,-3,-52,-30,-34
CC(C)CCNCC(C)(C)OC(=O)c1ccc([N+](=O)[O-])cc1,19,52,31,35,33,30
O=C1c2ccccc2C(=O)N1CC1(C(=O)O)NCCS1(=O)=O (stereo not given),-8,-22,27,3,10,-49
O=C(Nc1nc(C23CC4CC(CC(C4)C2)C3)cs1)c1cc2cc(Cl)ccc2oc1=O,-38,-2,11,-32,-38,-28
O=C(NC1c2ccccc2Oc2ccccc21)OCc1ccccc1,26,10,-34,-5,5,41
Cc1cccc(-n2c(N)c(-c3nc4ccccc4[nH]3)sc2=S)c1,-12,13,10,7,3,3
Cc1ccc(S(=O)OC2CC(C)CCC2C(C)C)cc1 (stereo not given),8,35,13,19,26,12

# Three entries from above, as labelled records:
compound: O=C(Nc1nc(C23CC4CC(CC(C4)C2)C3)cs1)c1cc2cc(Cl)ccc2oc1=O
- mec2-1: -38
- yeast sgs1 mgt1: -2
- cln2 rad14: 11
- yeast rad50: -32
- yeast mlh1 rad18: -38
- bub3: -28
compound: O=C(NC1c2ccccc2Oc2ccccc21)OCc1ccccc1
- mec2-1: 26
- yeast sgs1 mgt1: 10
- cln2 rad14: -34
- yeast rad50: -5
- yeast mlh1 rad18: 5
- bub3: 41
compound: Cc1cccc(-n2c(N)c(-c3nc4ccccc4[nH]3)sc2=S)c1
- mec2-1: -12
- yeast sgs1 mgt1: 13
- cln2 rad14: 10
- yeast rad50: 7
- yeast mlh1 rad18: 3
- bub3: 3

# The results go on.
SMILES,mec2-1,yeast sgs1 mgt1,cln2 rad14,yeast rad50,yeast mlh1 rad18,bub3
CP(=O)(c1ccccc1)c1ccccc1OCCCOCCCOc1ccccc1P(C)(=O)c1ccccc1 (stereo not given),3,0,8,-5,-11,-4
COc1cccc2c1C(CO)N1C(C#N)C3CC(C(=O)O)C(C1C2)N3C (stereo not given),-6,-28,3,0,-2,8
COc1nc(Nc2ccc(/C=C/c3ccc(Nc4nc(OC)nc(N(CCO)CCO)n4)cc3S(=O)(=O)O)c(S(=O)(=O)O)c2)nc(N(CCO)CCO)n1,59,46,6,14,80*,3
CCCCC1(C#Cc2ccccc2)Sc2ccccc2N1C (stereo not given),-8,9,-22,-10,2,-8
COc1ccc(Br)cc1C1OC(=O)c2c(OC)c(OC)cc([N+](=O)[O-])c21 (stereo not given),5,20,8,34,18,2
CCC(=O)Nc1ccccc1Cl,-1,-15,-43,4,5,-2
O=C(NC(CSSCC(NC(=O)OCc1ccccc1)C(=O)O)C(=O)O)OCc1ccccc1 (stereo not given),-31,-2,-4,-9,-25,-33
CN(C)/N=C(/c1nc2ccc(Cl)cc2[nH]c1=O)C(O)c1ccc(C(O)/C(=N\N(C)C)c2nc3ccc(Cl)cc3[nH]c2=O)cc1 (stereo not given),10,0,-5,-2,13,-29
NC(C(=O)O)C(SCc1ccccc1)c1cccc(O)c1 (stereo not given),14,19,-26,-3,-1,-1
CC(C)(C)OC(=O)N(CCCCNC(=O)OCc1ccccc1)CCCNC(=O)OCc1ccccc1,15,-1,-1,23,-58,-13
O=c1oc2ccccc2c(=O)n1Cc1ccccc1,-17,-3,-45,7,-18,-13
Cn1c(N)c(N=Nc2ccc(S(N)(=O)=O)cc2)c(=O)n(C)c1=O,-7,-37,29,-24,-9,-45
CC(C)NC(c1ccccc1)c1ccccc1,-12,-7,10,0,3,2
CN(C)CCNC(=O)c1cccc2[nH]c(-c3ccncc3)nc12,-16,-37,-20,6,-89,-48
c1ccc2c(c1)CC1CC34CSCC3(Cc3ccccc3C4)CC1C2 (stereo not given),7,-10,-31,-4,7,21
CCCOC(=O)CCCCC(=O)OCCC,18,-9,-4,12,12,1
NC(N)=NNC(=O)c1ccccc1,-15,-6,8,-24,-14,-7
O=c1[nH]cnc2c1ncn2C1CCCO1 (stereo not given),-3,-3,-24,-14,1,17
COc1ccc(OC)c(N=Cc2ccc(C=Nc3cc(OC)ccc3OC)cc2)c1,-12,-11,5,-8,-6,-9
CC(C)=NOc1ccccc1[N+](=O)[O-],6,7,-15,9,12,-13
CCc1c(O)c2ccc3ccccc3c2oc1=O,0,-16,-58,-1,-13,-54
CCCCP1(=O)C=CC(Cl)=C(C)C1 (stereo not given),-6,-6,13,14,15,-6
Nc1cc2ccccc2c(O)c1O,35,39,21,32,14,38
Cc1c(CCO)c(=O)n2c([nH]c3ccccc32)c1C#N,-2,-4,10,-8,-10,-16
CC1=C(C(=O)Nc2ccc([N+](=O)[O-])cc2)C(c2ccco2)C(C(=O)Nc2ccc([N+](=O)[O-])cc2)=C(C)N1,36,34,38,30,15,43
COC(=O)C1(C)CCc2c(ccc3cccc(OC)c23)C1=O (stereo not given),21,67,-4,2,44,87*
O=C(CCN1CCCC1)c1ccccc1,-15,-11,5,-25,-11,-11
O=C1CN(c2ccccc2)C(=O)CN1/N=C/c1ccc[nH]1,-8,-5,-21,-27,-13,-8
N#CSCc1c(Cl)cccc1Cl,76*,83*,64,82*,80*,79*
O=S(=O)(N/N=C1\CC2CCC1C2)c1ccccc1 (stereo not given),-16,-17,28,-7,4,21
Cc1ccc(NC(=S)N2CCCCC2)cc1C,13,19,-19,-2,15,25
CC(=O)n1cc(CC(C)O)c(=O)[nH]c1=O (stereo not given),-21,-16,5,-2,-28,-13
O=C(CC1(O)C(=O)Nc2c(Cl)cc(Cl)cc21)c1ccc(Br)cc1Br (stereo not given),91*,91*,91*,92*,92*,94*
COc1ccc(C(=O)O)c2c(=O)c3ccccc3[nH]c12,-3,-9,17,-29,27,3
CC(C)(c1ccc(O)c(Cl)c1)c1cc(Cl)c(O)c(S(=O)(=O)O)c1,5,27,22,11,-11,1
O=P(Cc1ccccc1)(N1CCCCC1)N1CCCCC1,15,5,14,-5,3,23
OCC(OC/C=C/CCl)c1ccc(Cl)cc1 (stereo not given),9,0,0,-7,-16,-10
CCC(CC)C(O)CCCN(C)C (stereo not given),22,31,13,34,24,2
O=C(O)CSc1nc2ccccc2[nH]1,2,-36,-14,4,10,-35
CCCCCCN(CCCCCC)C(C)C(O)c1cc(C)c2ccc3cc(C(C)C)ccc3c2c1 (stereo not given),8,20,11,-4,2,0
CCSC(SCC)C(O)C(O)C(O)C(O)C(O)C(O)CO (stereo not given),-16,2,-12,11,-6,-5

# Compound activity: PubChem BioAssay, NCI

# Rows were taken by chance; overall some 15% were active at least once.
